Jurkat NFkB inh: lowers PMA/ionomycin-induced NF-kB signal in Jurkat cells; AID 435003; actives 0.53% (n = 330,000); PMA/ionomycin-induced NF-kB luciferase reporter, luminescence; inhibition, % at 4 µM; in the data active means inhibition above about 50%
tim23-1 inh: tim23-1 yeast growth inhibition; S. cerevisiae tim23-1 growth, BacTiter-Glo luminescence, 24 h; inhibition, % at 20 µM; actives 1.3% (n = 330,000);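 active means growth inhibition of the mutant yeast at or above 50%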;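 further: temperature-sensitive mutant grown at 25 °C; plate controls were DMSO-treated mutant yeast for no effect and medium wells lacking yeast for full effect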
UPR CHOP act: activators of apoptotic arm of unfolded protein response (CHOP); CHO-CHOP luciferase reporter, UPR activation, luminescence; percent of tunicamycin response over DMSO baseline; activation, % at 10 µM; actives 0.34% (n = 330,000); AID 449763;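 active means at 10 µM dose, activation of 40% or more, normalized to positive control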;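 further: 100% = tunicamycin at 10 µg/mL and 0% = DMSO alone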
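System: CHO CHOP reporter cells. Amount: 500 cells per well. Buffer or medium: F12 medium, 10% FBS. Compound dosing: one dose, 10 µM in 0.5% DMSO. Incubation: 6 h compound exposure at 37 °C after overnight seeding. Technique: Steady-Glo luciferase luminescence. Benchmarks: tunicamycin and DMSO controls.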
TIM10 inh: TIM10 yeast growth inhibition; S. cerevisiae TIM10 strain growth, BacTiter-Glo luminescence, 24 h; inhibition, % at 10 µM; actives 1.4% (n = 330,000); AID 463195;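 active means inhibition of 40% or more at the single tested concentration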;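 further: wild-type TIM10 isogenic control strain grown at permissive 25 °C; 0% = DMSO yeast wells and 100% = minimal medium wells without yeast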
tim10-1 inh: growth inhibitors of tim10-1 mutant yeast | AID 463190 | inhibition, % at 20 µM | S. cerevisiae tim10-1 ts strain growth, BacTiter-Glo, 24 h | actives 2.2% (n = 330,000);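 active means inhibition of at least 40%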;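 further: mutant grown at 25 °C; 0% = DMSO wells with yeast and 100% = wells holding no yeast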
697 NFkB inh: inhibitors of the PMA/ionomycin-induced NF-kB reporter in 697 B cells. 697 B-cell NF-kB luciferase reporter, 16 h. inhibition, % at 4 µM. actives 0.33% (n = 330,000); in the data active means inhibition above about 35%
XBP1 UPR activ: adaptive UPR (XBP1) activation; CHO-XBP1 luciferase reporter, IRE1-XBP1 UPR activation, luminescence; percent of tunicamycin response, DMSO as zero; activation, % at 20 µM; actives 0.33% (n = 330,000); AID 463104;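 active means versus positive control, 20 µM dose yields 30% or more activation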;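 further: 100% = tunicamycin at 10 µg/mL and 0% = DMSO only wells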
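Material – CHO cell line with stable XBP1 luciferase reporter · Buffer or medium – F12 plus 10% FBS · Compound – single point, 20 µM final compound, 1% DMSO · Schedule – 16-18 h cell attachment at 37 °C, then 6 h compound exposure · Signal – Steady-Glo luminescence read · Benchmarks – high control tunicamycin 10 µg/mL final, low control DMSO vehicle only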
Mdm2-MdmX inh: inhibitors of human Mdm2/MdmX interaction. SaOS-2 split-luciferase Mdm2/MdmX complementation, luminescence. AID 485346. actives 3% (n = 330,000). inhibition, % at 8 µM. O15151+Q00987;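 active means inhibition of at least 50% at 8 µM in the primary screen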
Target sequence (O15151 whole entry, looked up): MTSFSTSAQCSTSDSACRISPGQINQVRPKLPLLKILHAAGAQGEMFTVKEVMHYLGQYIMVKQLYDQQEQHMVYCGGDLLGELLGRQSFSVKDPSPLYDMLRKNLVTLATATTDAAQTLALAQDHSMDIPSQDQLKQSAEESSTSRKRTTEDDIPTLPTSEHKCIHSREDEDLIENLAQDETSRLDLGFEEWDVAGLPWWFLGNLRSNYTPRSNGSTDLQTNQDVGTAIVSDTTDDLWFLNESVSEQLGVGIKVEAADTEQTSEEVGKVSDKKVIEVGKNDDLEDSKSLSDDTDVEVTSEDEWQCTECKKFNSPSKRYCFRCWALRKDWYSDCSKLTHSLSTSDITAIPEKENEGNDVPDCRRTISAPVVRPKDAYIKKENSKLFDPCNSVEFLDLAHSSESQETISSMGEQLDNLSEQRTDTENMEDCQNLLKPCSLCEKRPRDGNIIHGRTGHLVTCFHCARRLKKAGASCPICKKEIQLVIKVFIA
Target sequence (Q00987 whole entry, looked up): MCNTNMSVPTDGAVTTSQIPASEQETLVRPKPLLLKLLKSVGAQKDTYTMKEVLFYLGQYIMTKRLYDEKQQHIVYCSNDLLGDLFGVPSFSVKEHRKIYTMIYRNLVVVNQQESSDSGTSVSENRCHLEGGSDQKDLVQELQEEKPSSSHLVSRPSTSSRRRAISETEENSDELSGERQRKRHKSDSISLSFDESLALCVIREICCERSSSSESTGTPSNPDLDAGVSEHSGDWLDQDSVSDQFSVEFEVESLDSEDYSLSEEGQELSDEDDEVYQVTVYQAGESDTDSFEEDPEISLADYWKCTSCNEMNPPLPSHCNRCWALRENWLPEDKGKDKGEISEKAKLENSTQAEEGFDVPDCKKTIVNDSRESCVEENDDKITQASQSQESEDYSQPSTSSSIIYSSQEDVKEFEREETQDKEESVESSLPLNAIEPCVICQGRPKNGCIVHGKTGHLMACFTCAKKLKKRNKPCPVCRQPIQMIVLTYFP
* = called active by the depositor. Compounds were not picked by outcome; about 6.6% have a hit in one of these screens.

Cc1ccc(NS(=O)(=O)c2ccc3c(c2)NC(=O)C(C)C(=O)N3)cc1C (stereo not drawn) was read as Jurkat NFkB inh 3, tim23-1 inh 2, UPR CHOP act -1.4, TIM10 inh -1, tim10-1 inh 0, 697 NFkB inh 10, XBP1 UPR activ -3 and Mdm2-MdmX inh 18.
`O=C1CC(N2CCN(c3ccc(C(=O)c4ccc(F)cc4)cc3)CC2)C(=O)N1` (stereo not drawn) gave Jurkat NFkB inh -10, tim23-1 inh 10, UPR CHOP act 1.6, TIM10 inh -1, tim10-1 inh 11, 697 NFkB inh -27, XBP1 UPR activ 1 and Mdm2-MdmX inh 6.
`COc1ccc(N2CCN(C(=O)c3sc4ncn(CC(=O)N5CCCCC5C)c(=O)c4c3C)CC2)cc1` (stereo not drawn) gave Jurkat NFkB inh 8, tim23-1 inh -3, UPR CHOP act 0.0, TIM10 inh 11, tim10-1 inh -11, 697 NFkB inh -11, XBP1 UPR activ 0 and Mdm2-MdmX inh 4.
For COc1cc(-c2nc3cnccc3n2C)cc(OC)c1OC the results were Jurkat NFkB inh -6, tim23-1 inh 4, UPR CHOP act -2.1, TIM10 inh -8, tim10-1 inh -12, 697 NFkB inh 0, XBP1 UPR activ 0 and Mdm2-MdmX inh 11.
Screening O=C(CN1CCN(c2cccc(Cl)c2)CC1)NC1CCCc2ccccc21 (stereo not drawn) returned Jurkat NFkB inh 3, tim23-1 inh 13, UPR CHOP act 0.7, TIM10 inh -4, tim10-1 inh -1, 697 NFkB inh -6, XBP1 UPR activ -2 and Mdm2-MdmX inh 27.
Screening CCOc1ccc2oc(C(=O)N(CC)CC(=O)Nc3c(F)cccc3F)c(C)c2c1 returned Jurkat NFkB inh 2, tim23-1 inh 33, UPR CHOP act -0.8, TIM10 inh 0, tim10-1 inh 20, 697 NFkB inh -10, XBP1 UPR activ 4 and Mdm2-MdmX inh 24.
`COc1cc(C2=NOC(C(=O)NCc3cccs3)C2)cc(OC)c1OC` (stereo not drawn) gave Jurkat NFkB inh 50*, tim23-1 inh 15, UPR CHOP act 0.1, TIM10 inh -1, tim10-1 inh 5, 697 NFkB inh -67, XBP1 UPR activ 2 and Mdm2-MdmX inh 43.
`COc1ccc([N+](=O)[O-])cc1-n1cccc1` gave Jurkat NFkB inh 4, tim23-1 inh 4, UPR CHOP act -1.2, TIM10 inh 7, tim10-1 inh 12, 697 NFkB inh 3, XBP1 UPR activ -2 and Mdm2-MdmX inh 1.
CCOC(=O)c1sc(C)nc1C1CCN(C(=O)OCC)CC1 was read as Jurkat NFkB inh 2, tim23-1 inh -7, UPR CHOP act -1.2, TIM10 inh 15, tim10-1 inh 15, 697 NFkB inh -23, XBP1 UPR activ -3 and Mdm2-MdmX inh 6.
Screening CCOC(=O)C1=NN(c2ccc(C)cc2)C2(S1)SC(C(C)=O)=C(C)N2c1ccccc1 (stereo not drawn) returned Jurkat NFkB inh -1, tim23-1 inh 28, UPR CHOP act -1.4, TIM10 inh 20, tim10-1 inh 20, 697 NFkB inh -25, XBP1 UPR activ 0 and Mdm2-MdmX inh -31.
Screening Cn1c(=O)oc2cc(S(=O)(=O)N3CCCC(C(=O)NCc4cccs4)C3)ccc21 (stereo not drawn) returned Jurkat NFkB inh 6, tim23-1 inh -1, UPR CHOP act -1.1, TIM10 inh -10, tim10-1 inh -13, 697 NFkB inh -3, XBP1 UPR activ -2 and Mdm2-MdmX inh -4.
`COc1ccc(-c2cc(=O)oc3cc(OCC(=O)N4CCOCC4)ccc23)cc1` gave Jurkat NFkB inh 9, tim23-1 inh 10, UPR CHOP act 2.0, TIM10 inh 15, tim10-1 inh -7, 697 NFkB inh -1, XBP1 UPR activ -3 and Mdm2-MdmX inh 2.
For N#CC(C#N)=C1NC2(CCCC2)Cc2ccccc21 the results were Jurkat NFkB inh 5, tim23-1 inh 27, UPR CHOP act 5.1, TIM10 inh 17, tim10-1 inh 23, 697 NFkB inh 6, XBP1 UPR activ 0 and Mdm2-MdmX inh 8.
`COc1ccc([C@H]2CC(=O)C=C(c3cc(F)ccc3OC)C2)cc1` gave Jurkat NFkB inh 20, tim23-1 inh 26, UPR CHOP act 0.7, TIM10 inh 14, tim10-1 inh 22, 697 NFkB inh 5, XBP1 UPR activ -2 and Mdm2-MdmX inh 25.
For COc1ccc(CN2CCC(C(=O)N3CCCC(C)C3)CC2)cc1OC (stereo not drawn) the results were Jurkat NFkB inh 15, tim23-1 inh 5, UPR CHOP act -1.5, TIM10 inh -7, tim10-1 inh 7, 697 NFkB inh 11, XBP1 UPR activ -7 and Mdm2-MdmX inh 19.
For O=C(N/N=C/C(Br)=C/c1ccccc1)C(O)c1ccccc1 (stereo not drawn) the results were Jurkat NFkB inh -16, tim23-1 inh 20, UPR CHOP act 5.4, TIM10 inh 11, tim10-1 inh 1, 697 NFkB inh -37, XBP1 UPR activ 2 and Mdm2-MdmX inh -18.
`CCOc1ccc(/C=C(\C)C(=O)c2c(C)cc(C)[nH]c2=O)cc1` gave Jurkat NFkB inh 0, tim23-1 inh -5, UPR CHOP act 0.3, TIM10 inh 7, tim10-1 inh 10, 697 NFkB inh 5, XBP1 UPR activ -1 and Mdm2-MdmX inh 26.
Screening Cc1cccc(-n2nnnc2SCC(=O)c2cc(C)n(Cc3ccco3)c2C)c1 returned Jurkat NFkB inh 7, tim23-1 inh 1, UPR CHOP act -0.3, TIM10 inh 0, tim10-1 inh 20, 697 NFkB inh 12, XBP1 UPR activ -1 and Mdm2-MdmX inh -3.
Cn1c(-c2ccc3c(c2)OCO3)cnc1N was read as Jurkat NFkB inh -2, tim23-1 inh -4, UPR CHOP act 1.6, TIM10 inh 3, tim10-1 inh 1, 697 NFkB inh -9, XBP1 UPR activ 1 and Mdm2-MdmX inh 15.
`O=C(N/N=C/c1ccccc1F)NC12CC3CC(CC(C3)C1)C2` gave Jurkat NFkB inh -66, tim23-1 inh 41, UPR CHOP act 6.6, TIM10 inh 14, tim10-1 inh 31, 697 NFkB inh -109, XBP1 UPR activ 4 and Mdm2-MdmX inh -35.
Screening CCOc1ccc(OCC)c(NC(=O)CCS(=O)(=O)c2ccc(C)cc2)c1 returned Jurkat NFkB inh -21, tim23-1 inh 14, UPR CHOP act -0.9, TIM10 inh 11, tim10-1 inh 20, 697 NFkB inh 2, XBP1 UPR activ -1 and Mdm2-MdmX inh 6.
For COC(=O)CSc1nnc(-c2ccc(OC)cc2OC)o1 the results were Jurkat NFkB inh 1, tim23-1 inh 1, UPR CHOP act -2.3, TIM10 inh -2, tim10-1 inh 4, 697 NFkB inh 20, XBP1 UPR activ 0 and Mdm2-MdmX inh 25.
For N=c1c(S(=O)(=O)c2ccc(F)cc2)cc2c(=O)n3ccccc3nc2n1CC1CCCO1 (stereo not drawn) the results were Jurkat NFkB inh -1, tim23-1 inh 12, UPR CHOP act -3.2, TIM10 inh -1, tim10-1 inh 5, 697 NFkB inh 1, XBP1 UPR activ -2 and Mdm2-MdmX inh 11.
`CC1(C)C2CCC(C2)C1C/C=N/NC(N)=S` (stereo not drawn) gave Jurkat NFkB inh 7, tim23-1 inh 30, UPR CHOP act 13, TIM10 inh 17, tim10-1 inh 46*, 697 NFkB inh 21, XBP1 UPR activ 23 and Mdm2-MdmX inh 5.
For O=C(Cc1cccc(C(F)(F)F)c1)NCc1cccnc1 the results were Jurkat NFkB inh -11, tim23-1 inh -11, UPR CHOP act 0.1, TIM10 inh -3, tim10-1 inh -18, 697 NFkB inh 5, XBP1 UPR activ -4 and Mdm2-MdmX inh 27.
For CC#CCCCC(=O)Nc1ccc(C(=O)O)cc1 the results were Jurkat NFkB inh 6, tim23-1 inh 10, UPR CHOP act -1.3, TIM10 inh 1, tim10-1 inh 15, 697 NFkB inh -7, XBP1 UPR activ 0 and Mdm2-MdmX inh -3.
`Cc1ccc(OCC(=O)Nc2nnc(C3CCCO3)s2)c(Br)c1` (stereo not drawn) gave Jurkat NFkB inh 0, tim23-1 inh 24, UPR CHOP act 1.7, TIM10 inh 24, tim10-1 inh 9, 697 NFkB inh 9, XBP1 UPR activ 3 and Mdm2-MdmX inh 12.
`Cc1cccc(-n2nc3c(c2NC(=O)c2ccc(Br)o2)CSC3)c1` gave Jurkat NFkB inh 8, tim23-1 inh 30, UPR CHOP act -0.2, TIM10 inh 11, tim10-1 inh -1, 697 NFkB inh 12, XBP1 UPR activ -2 and Mdm2-MdmX inh 16.
CCc1ccc(NC(=S)N(Cc2cccnc2)Cc2ccco2)cc1 was read as Jurkat NFkB inh -1, tim23-1 inh 29, UPR CHOP act -0.2, TIM10 inh 17, tim10-1 inh 21, 697 NFkB inh -8, XBP1 UPR activ -5 and Mdm2-MdmX inh 15.
For CCOC(=O)Cn1cc(-c2ccccc2)nn1 the results were Jurkat NFkB inh 9, tim23-1 inh 3, UPR CHOP act -0.3, TIM10 inh -1, tim10-1 inh -7, 697 NFkB inh 13, XBP1 UPR activ 4 and Mdm2-MdmX inh 0.
For CC1CCCC(C)N1C(=O)COC(=O)CSc1ccc([N+](=O)[O-])cc1 (stereo not drawn) the results were Jurkat NFkB inh 6, tim23-1 inh 34, UPR CHOP act 0.5, TIM10 inh 10, tim10-1 inh 23, 697 NFkB inh 19, XBP1 UPR activ 5 and Mdm2-MdmX inh 16.
Cc1cc2ncn(-c3ncnc4sc(C)c(C)c34)c2cc1C was read as Jurkat NFkB inh 12, tim23-1 inh 27, UPR CHOP act -1.8, TIM10 inh 23, tim10-1 inh 18, 697 NFkB inh -3, XBP1 UPR activ -5 and Mdm2-MdmX inh 18.
`COC(=O)c1[nH]c(C)c(/C(O)=C2\C(=O)C(=O)N(CCN(C)C)C2c2ccccc2OC)c1C` (stereo not drawn) gave Jurkat NFkB inh -3, tim23-1 inh 3, UPR CHOP act -1.3, TIM10 inh 0, tim10-1 inh 3, 697 NFkB inh 2, XBP1 UPR activ -1 and Mdm2-MdmX inh -1.
O=C(NCc1cccs1)Nc1cccc(Cl)c1 was read as Jurkat NFkB inh -31, tim23-1 inh 5, UPR CHOP act 2.0, TIM10 inh -1, tim10-1 inh 11, 697 NFkB inh -10, XBP1 UPR activ 1 and Mdm2-MdmX inh 23.
O=[N+]([O-])C1=CC=C2C(=NC3(CCCCC3)N2O)C1=NCCO was read as Jurkat NFkB inh 6, tim23-1 inh 14, UPR CHOP act -0.6, TIM10 inh 6, tim10-1 inh 9, 697 NFkB inh 6, XBP1 UPR activ 1 and Mdm2-MdmX inh 5.

Four entries already listed, ordered by SMILES length, largest number first:
For CC1CCCC(C)N1C(=O)COC(=O)CSc1ccc([N+](=O)[O-])cc1 (stereo not drawn) the results were Jurkat NFkB inh 6, tim23-1 inh 34, UPR CHOP act 0.5, TIM10 inh 10, tim10-1 inh 23, 697 NFkB inh 19, XBP1 UPR activ 5 and Mdm2-MdmX inh 16.
`Cc1cccc(-n2nc3c(c2NC(=O)c2ccc(Br)o2)CSC3)c1` gave Jurkat NFkB inh 8, tim23-1 inh 30, UPR CHOP act -0.2, TIM10 inh 11, tim10-1 inh -1, 697 NFkB inh 12, XBP1 UPR activ -2 and Mdm2-MdmX inh 16.
For O=C(Cc1cccc(C(F)(F)F)c1)NCc1cccnc1 the results were Jurkat NFkB inh -11, tim23-1 inh -11, UPR CHOP act 0.1, TIM10 inh -3, tim10-1 inh -18, 697 NFkB inh 5, XBP1 UPR activ -4 and Mdm2-MdmX inh 27.
For CCOC(=O)Cn1cc(-c2ccccc2)nn1 the results were Jurkat NFkB inh 9, tim23-1 inh 3, UPR CHOP act -0.3, TIM10 inh -1, tim10-1 inh -7, 697 NFkB inh 13, XBP1 UPR activ 4 and Mdm2-MdmX inh 0.

Screening results from PubChem.
